Assay outcomes (PubChem)
INS promoter inh = TRM-6 insulin promoter activity inhibition | inhibition, % at 2 µM | TRM-6 cells (human fetal islet line), insulin promoter-eGFP reporter, imaging; reporter expression induced with tamoxifen | 130,000 compounds, 0.9% hits;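 active = inhibition above the mean plus 3 SD, with well images judged a real hit on visual review, cut at about 60% in these data, passing the limit was not always enough; inconclusive = inhibition over the cutoff but images rejected on review; inactive = inhibition not above the cutoff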
SDO1 yeast rescue = compounds rescuing growth of sdo1-depleted yeast, bone marrow failure model; z-score at 10 µM; AID 817; S. cerevisiae sdo1-depleted JHY4D growth rescue, OD600 30 h; active compounds read high; pdr5 snq2 efflux-pump mutant strain; 140,000 compounds, 0.21% hits;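 active = z-score above 3 at both the 24 hr and the 30 hr optical density reads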;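 note: z-score against mean and SD of all compound wells on the same plate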
SDO1 yeast rescue Rescue 24 h = second read-out of SDO1 yeast rescue, no call of its own (marks repeat the call); z-score; S. cerevisiae sdo1-depleted JHY4D growth rescue, OD600; measured here: growth rescue at 24 h;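 0 is the plate mean of compound wells and units are plate SD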
Active calls of the source: *; ? = inconclusive; . = not tested or not shown.

SMILES | INS promoter inh | SDO1 yeast rescue | SDO1 yeast rescue Rescue 24 h
CN1CCN(S(=O)(=O)c2cccc(C(=O)Nc3nc(-c4ccccc4)cs3)c2)CC1 | 10 | -0.9 | -1.4
CCC(=O)c1cc2c(C)cc(=O)oc2c(C)c1OC | . | -0.51 | -0.96
Clc1ccc(-c2nc3ccccc3n2OCc2ccccc2)cc1 | . | -1.5 | -1.4
CCN(CC)C(=O)c1sc2c(c1C)c(=O)n(-c1ccc(C)c(C)c1)c(=O)n2CC(=O)NCC1CCCO1 (stereo not given) | 83* | . | .
O=S(=O)(Nc1ccc2c(c1)OCCO2)c1ccc2oc3ccccc3c2c1 | -347 | -2.1 | -2.4
CCc1ccc(C(=O)N2CCN(c3ccc(F)cc3)CC2)s1 | 31 | -0.84 | -0.82
CC(=O)c1cnc2cc(C)nn2c1C | 3 | 0.9 | 1
CCOCCCn1c(SCC(=O)Nc2ccc(C(N)=O)cc2)nc2ccccc2c1=O | 6 | 0.25 | -0.29
Cc1cc(NC(=O)/C=C/c2cccc(Cl)c2)n(-c2nc3ccccc3[nH]2)n1 | -300 | 0 | 1.6
CCN(CC)c1ccc(C2C(C(=O)OCCOC)=C(C)NC3=C2C(=O)CCC3)cc1 (stereo not given) | . | 1.1 | 0.89

Copied from the list:
In SDO1 yeast rescue, CCOCCCn1c(SCC(=O)Nc2ccc(C(N)=O)cc2)nc2ccccc2c1=O is listed with 0.25
In SDO1 yeast rescue, CCC(=O)c1cc2c(C)cc(=O)oc2c(C)c1OC is listed with -0.51
In SDO1 yeast rescue, CC(=O)c1cnc2cc(C)nn2c1C is listed with 0.9
In INS promoter inh, CN1CCN(S(=O)(=O)c2cccc(C(=O)Nc3nc(-c4ccccc4)cs3)c2)CC1 is listed with 10
In SDO1 yeast rescue, CCc1ccc(C(=O)N2CCN(c3ccc(F)cc3)CC2)s1 is listed with -0.84

The list continues:
SMILES | INS promoter inh | SDO1 yeast rescue | SDO1 yeast rescue Rescue 24 h
COc1c(Cl)cc(Cl)cc1CNCCNCC(C)O (stereo not given) | . | 1.2 | -0.08
COc1ccc(S(=O)(=O)N2CCC(C(N)=O)CC2)c2ccccc12 | -14 | 1.5 | 0.47
O=C(CN1C(=O)C2C3C=CC(C3)C2C1=O)NCc1ccc2c(c1)OCO2 (stereo not given) | 10 | 0.21 | -0.14
CC(C)NC(=S)N/N=C/c1c[nH]c2ccccc12 | 15 | -0.13 | -0.07
CC1(C)CC(=O)C2=C(C1)NC(=O)CC2c1ccc(F)cc1 (stereo not given) | . | 0.62 | 0.81
COc1ccccc1Cn1nnc2c(=O)[nH]c(C3CCN(C(=O)c4ccc(C)cc4)CC3)nc21 | -9 | 0.8 | 0.15
COc1ccc(N(C(=O)c2ccc(C)cc2)S(=O)(=O)c2cccs2)cc1 | -4 | -1.8 | -1.3
CC(C)C(NS(=O)(=O)c1cccc2nsnc12)C(=O)N1CCc2ccccc2C1 (stereo not given) | . | 0.05 | 0.04
O=C(NCc1ccco1)/C(=C/C=C/c1ccccc1)NC(=O)c1ccco1 | 48 | . | .
COc1cc2c(cc1OC)C(C)N(C(=O)c1cc3c(s1)-c1c(C)cccc1OC3)CC2 (stereo not given) | 30 | -1.6 | -1.2

Reprinted from the part before: two entries, then new ones.
SMILES | INS promoter inh | SDO1 yeast rescue | SDO1 yeast rescue Rescue 24 h
O=C(NCc1ccco1)/C(=C/C=C/c1ccccc1)NC(=O)c1ccco1 | 48 | . | .
COc1cc2c(cc1OC)C(C)N(C(=O)c1cc3c(s1)-c1c(C)cccc1OC3)CC2 (stereo not given) | 30 | -1.6 | -1.2
COc1ccc(CCNC(=O)C2(C)CCC(=O)N2Cc2ccc3c(c2)OCO3)cc1OC (stereo not given) | . | 0.61 | 1.1
COc1ccccc1OCc1ccc(C(=O)NC(C)(C)C)o1 | 2 | -1.2 | -1.2
COc1ccc2cc3cc(C(=O)NCCN4CCc5ccccc5C4)oc3nc2c1 | 3 | -2.2 | -1.5
O=c1c2ccccc2nc(SCc2cn3ccsc3n2)n1-c1ccccc1 | . | -1.3 | -0.68
CCOc1ccccc1N1Cc2ccccc2C1 | 14 | -0.96 | -0.91
Cc1ccc2c(CC(=O)OCC(=O)Nc3ccc(Cl)cn3)coc2c1 | -100 | -1.3 | -1.4
Cn1c(CNc2ccccc2)cc(=O)n(C)c1=O | -28 | 0.19 | -0.46
COC(=O)C1=CN(CC2CCCO2)C=C(C(=O)OC)C1c1cccc(O)c1 (stereo not given) | 0 | . | .
C=CCN1C(=O)CSC1=Nc1ccc(O)cc1 | -14 | 0.32 | 0.21
Oc1ccc2c(c1)C1CCCC1(N1CCOCC1)O2 (stereo not given) | 4 | 0.01 | -0.16

Given with two lines to a compound: part of the list above.
Every second line gives: INS promoter inh	SDO1 yeast rescue	SDO1 yeast rescue Rescue 24 h
- Cn1c(CNc2ccccc2)cc(=O)n(C)c1=O
 : -28	0.19	-0.46
- COc1ccc2cc3cc(C(=O)NCCN4CCc5ccccc5C4)oc3nc2c1
 : 3	-2.2	-1.5

Later entries:
SMILES | INS promoter inh | SDO1 yeast rescue | SDO1 yeast rescue Rescue 24 h
CCC(=O)N1CCc2cc(S(=O)(=O)NCCC(=O)Nc3cc(C)cc(C)c3)ccc21 | . | -0.17 | 0.28
O=C(c1cc2c(ccc3ccccc32)o1)N1CCN(c2ncc(C(F)(F)F)cc2Cl)CC1 | -3 | -2.4 | -1.6
CCOc1ccc(-n2c(SCC(=O)Nc3ccccc3C)n[nH]c2=O)cc1 | 3 | 1.1 | 0.31
CCC(NC(=O)Cn1cnc2c(=O)n(C)c(=O)n(C)c21)c1ccccc1 (stereo not given) | -11 | -0.74 | -1.2
CC(C)CC(=O)Nc1ccccc1N1CCN(C(=O)c2ccccc2)CC1 | -267 | 0.01 | -0.55
Cn1c(SCC(=O)NCc2ccc(F)cc2)nc2ccccc21 | . | -0.1 | -0.2
O=C(O/N=C(/c1ccccc1)c1ccncc1)c1ccc(F)cc1 | 47 | . | .
COc1ccc(NC(=O)c2ccc(-c3ccc([N+](=O)[O-])cc3)o2)cc1OC | 24 | -0.72 | -0.96
O=C1CSC2(C(=O)N3CCCc4cccc2c43)N1c1cccc(C(F)(F)F)c1 (stereo not given) | -36 | -1.5 | -1.1
O=S(=O)(NCc1ccccn1)c1ccc(F)cc1 | 42 | 0.7 | 0.43
CC(=O)Oc1ccc(Cl)cc1/C=C/c1ccc2ccccc2n1 | . | -1.7 | -0.99
O=C1N(c2cccc3ccccc23)C(c2ccccc2)N2CCCN12 (stereo not given) | 25 | 0.84 | -0.56
Cc1cc(C)nc(NN=C2CCCC2)n1 | . | 1.6 | 2
O=C(O)c1c2c(nc3ccc(S(=O)(=O)N4CCC(C(=O)N5CCCCC5)CC4)cc13)CCCC2 | . | 0.88 | 0.88
CN(c1cccc(Cl)c1)S(=O)(=O)c1cccc(C(=O)Nc2nc3ccccc3[nH]2)c1 | . | -0.95 | -0.64
CCOc1ccc(S(=O)(=O)NCc2ccco2)c2ccccc12 | -36 | -1 | -0.4
O=C(NCc1ccco1)C(Cc1ccccc1)N1C(=O)C2C3C=CC(C3)C2C1=O (stereo not given) | -64 | -0.74 | -0.52
CC(NC(=O)Nc1nccs1)(C(F)(F)F)C(F)(F)F | 0 | 0.29 | 0.34
CC(C)NCC(O)(c1ccc(Cl)cc1)c1ccc(Cl)cc1 | -135 | . | .
C=CCOc1ccc(C2/C(=C(\O)c3ccc(F)cc3)C(=O)C(=O)N2CCCN(C)C)cc1 (stereo not given) | . | -0.24 | -0.76
O=C(CSCC(=O)Nc1nccs1)Nc1ccccc1 | . | 0.86 | 0.74
Oc1c(Cl)cc(Cl)c2cccnc12 | -9 | . | .
COc1ccc(N2C(=O)CC(Sc3ncn[nH]3)C2=O)c(OC)c1 (stereo not given) | . | -0.22 | -0.52
Cc1nc(NC(=O)COC(=O)CCC(=O)c2cccs2)c(Cl)cc1Cl | -29 | -0.8 | -1.2
COc1ccc(OC)c(-c2cc(C(=O)Nc3cc(C)on3)no2)c1 | 5 | -1.3 | -0.57
CSc1nc(-c2ccc(Cl)cc2)nn1S(=O)(=O)c1ccc(Cl)cc1 | ? | -0.54 | 0.93
CC(C)C(=O)Nc1cccc(C(=O)OCC(=O)c2ccc(Cl)cc2Cl)c1 | 9 | -1 | -0.89
S=c1[nH]nc(-c2ccccc2)n1C1C=CCCC1 (stereo not given) | -6 | -0.21 | -0.25
COC(=O)c1cc(=O)n(Cc2cccs2)c(=NCc2cccs2)s1 | -27 | -0.48 | 1.5
O=C(N/C(=C/c1ccc(Br)cc1)C(=O)N1CCCC1=O)c1ccco1 | -6 | . | .
O=C(NNC(=O)C1CCCCC1)C(=O)NC1CCCCC1 | -30 | 0.72 | 1.3
CCOC(=O)C1=C(O)/C(=C\c2cc(C)n(-c3ccc(F)cc3)c2C)N=C1C | 29 | . | .
COc1ccc(-c2ccc(-c3noc(C)n3)c(OC)n2)cc1 | . | 1 | 2.2
CCOC(=O)C(NC(=O)Nc1cccc(C)n1)(OCC(F)(F)F)C(F)(F)F (stereo not given) | . | -0.8 | -0.47
CCC(=O)N1CCN(c2ccccc2NC(=O)COc2cc(C)ccc2C(C)C)CC1 | -37 | -0.37 | -0.61
O=C(OCc1ccc(Cl)cc1Cl)c1cccnc1Cl | 0 | -1.1 | -1.2
CSc1ccc(C(=O)C2CCCN(C(=O)c3cccc(N4CCOCC4)c3)C2)cc1 (stereo not given) | 0 | . | .
CCCCOc1ccc(C(=O)N/C(=C/C=C/c2ccccc2)C(=O)O)cc1 | 20 | . | .
c1cncc(CNc2c3c(nc4nnnn24)CCCC3)c1 | 11 | 0.42 | 0.01
O=C(Nc1nc2c(s1)CCc1ccccc1-2)c1cccs1 | -200 | -2.1 | -1.6
COc1ccc(S(=O)(=O)NC2CCCCC2)c(C)c1C | -10 | -1.8 | -1.4
O=C(NCCc1c[nH]c2ccccc12)c1c(Cl)nc2sccn12 | 13 | 0.02 | 0.2
CCOC(=O)C1C(=O)CC(O)(c2ccccc2)CC1c1ccccc1 (stereo not given) | -143 | 0 | 0.45
CN(N=Nc1cccc([N+](=O)[O-])c1)c1cccc([N+](=O)[O-])c1 | 22 | . | .
C/C(=N\NC(=O)C(=O)Nc1cc(Cl)ccc1Cl)c1ccncc1 | -15 | 0.78 | 1.4
Cc1nn(-c2ccccc2)c(C)c1/C=N/n1c(-c2ccc(C(C)(C)C)cc2)n[nH]c1=S | -213 | -1.1 | 0.08
Cc1ccc(Nc2nc(Oc3ccc(=O)[nH]n3)nc(N(C)C)n2)cc1 | ? | -0.15 | -0.55
NC(=O)C1(N2CCCCC2)CCN(C(=S)Nc2cc(F)cc(F)c2)CC1 | -27 | . | .
CCCCN=C(C)C1=C(O)CSC1=O | . | -0.35 | -1.1
Nc1nc(SCC(=O)Nc2cccc(Oc3ccccc3)c2)n[nH]1 | 41 | -0.01 | -0.09
Following part.
SMILES | INS promoter inh | SDO1 yeast rescue | SDO1 yeast rescue Rescue 24 h
O=C(O)C1C2CCCCC2=C2CCCCC2C1C(=O)O (stereo not given) | . | 0.47 | 0.28
O=C(Nc1ccc(S(=O)(=O)N2CCCCC2)cc1)c1ccc(CN2CCOCC2)cc1 | ? | 0.53 | 0.01
Cc1cccc(NCC(=O)N/N=C\c2cccc(Oc3ccccc3)c2)c1 | -3 | -1.1 | -0.86
N=C(N)c1ccc(O)cc1 | 47 | . | .
Cc1ccc(CN2CCNC(=O)C2CC(=O)O)o1 (stereo not given) | . | 1.5 | 1.1
CCOC(=O)Cc1csc(NC(=O)CSc2nnc(-c3ccncc3)n2Cc2ccco2)n1 | 33 | . | .
Cc1ccccc1NC(=S)NNC(=O)c1csc2c1CCC(C)C2 (stereo not given) | -32 | 0.7 | 0.45
COc1cc(Cl)c(C)cc1NC(=O)COc1ccccc1[N+](=O)[O-] | 17 | 1 | 0.96
C/C(=N\NC(=O)CC#N)C1COc2ccccc2O1 (stereo not given) | 21 | . | .
Cc1ccc(C(=O)NCCCn2ccnc2)cn1 | -58 | -0.13 | -0.98
COc1ccc(S(=O)(=O)N2CCN(CC(=O)Nc3ccc(F)c(F)c3)CC2)cc1 | -1 | -0.68 | -0.72
C1CN(c2nc3nonc3n3nnnc23)CCO1 | 43 | -0.25 | -0.88
O=S(=O)(/C=C/c1ccccc1)NCc1ccccc1Cl | -24 | -0.72 | -0.36
COc1ccc(CCNC(=O)Cn2nnc(-c3cccc(OC)c3OC)n2)cc1OC | 8 | 0.97 | 2
COc1ccc(CC(=O)Nc2cccc(C)n2)cc1OC | -77 | 0.55 | 0.73
CCOC(=O)c1cnc2ccccc2c1Nc1cccc(C(=O)O)c1 | 0 | . | .
CC(=O)N1CCC(O)(c2cccc(C(F)(F)F)c2)CC1 | 42 | 0.44 | 0.21
O=C(Nc1ccc(F)cc1F)C1(c2cccs2)CCOCC1 | 11 | . | .
O=C(Nc1cccc2ccccc12)N1CCOCC1 | -3 | 1.1 | 0.86
CC1=C(C(=O)Nc2cc(C)ccn2)C(c2ccc(C)cc2)C2=C(CCCC2=O)N1 (stereo not given) | . | 0.73 | 0.53
COc1ccc2c(c1[N+](=O)[O-])CCC/C2=N/OC(=O)c1ccccc1SC | -5 | -0.97 | -1.2
Cc1cc(Nc2nnnn2-c2ccccc2)n(-c2ccc(Cl)cc2)n1 | -12 | 0.14 | 0.91
CCOC(=O)c1c(NC(=O)CN(C)C)sc(C(=O)N(CC)CC)c1C | -18 | 0.63 | 1.6
Cc1ccc(Cl)c(NC(=O)CN2CCN(C=O)CC2)c1 | -71 | . | .
O=C(CCCn1c(=O)[nH]c2ccsc2c1=O)NCc1cccs1 | 36 | -0.56 | -0.83
CC(=O)N(CC(=O)O)c1ccccc1 | -19 | 0.89 | 0.12

An excerpt; count on the stated rates, not on these rows.
